AI-2 QS mod = modulators of Vibrio harveyi AI-2 quorum sensing system; Vibrio harveyi JMH597 AI-2 luminescence/OD600 ratio, 9 h; active compounds read low; strain lacks LuxN and CqsS sensors; 0 = neutral-control median; AID 2094; hit rate 0.4% among 300,000; activity change, % at 7.5 µM; in the data active means activity change below about -75%, passing the limit was not always enough;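 further: luminescence divided by OD600 gain over 9 h not by final OD600 alone; inactives centre near 13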
HDAC3 inh = inhibitors of human histone deacetylase 3; O15379; inhibition, % at 8.3 µM; hit rate 0.15% among 320,000; recombinant HDAC3, fluorogenic peptide/trypsin coupled, fluorescence; in the data active means inhibition above about 26%, passing the limit was not always enough
Target sequence (O15379 whole entry, looked up): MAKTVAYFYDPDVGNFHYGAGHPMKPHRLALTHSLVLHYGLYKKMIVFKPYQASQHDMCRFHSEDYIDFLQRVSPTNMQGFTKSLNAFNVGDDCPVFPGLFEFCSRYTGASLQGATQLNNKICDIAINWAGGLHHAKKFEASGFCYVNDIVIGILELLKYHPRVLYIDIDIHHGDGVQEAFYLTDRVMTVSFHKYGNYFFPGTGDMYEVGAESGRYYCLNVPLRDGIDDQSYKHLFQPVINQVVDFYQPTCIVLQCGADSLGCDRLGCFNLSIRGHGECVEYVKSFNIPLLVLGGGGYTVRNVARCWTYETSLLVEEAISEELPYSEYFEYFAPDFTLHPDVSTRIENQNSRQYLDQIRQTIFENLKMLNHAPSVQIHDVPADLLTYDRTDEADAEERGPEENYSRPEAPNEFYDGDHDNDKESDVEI
PolyA inh = inhibitors of polyadenylation in S. cerevisiae. calls only at 12 µM. hit rate 0.02% among 300,000. S. cerevisiae SKY197-pL101 polyadenylation reporter, beta-gal luminescence; efflux-impaired pdr1/pdr3 knockout yeast; score 100 = 6 SD above DMSO;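 active means lowest replicate activity score at least 50, where 100 means six control SD above control mean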;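 further: yeast exposed to compound for 9 h at 30 °C; higher score means more reporter readthrough which indicates perturbed polyadenylation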
GSK3B inh = blocks human GSK3beta kinase activity. P49841. GST-GSK3beta kinase, ADP-Glo luminescence, 60 min; active compounds read low. activity score (negative = inhibition), % at 10 µM. hit rate 0.038% among 300,000;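 active means more than half of replicate wells score below -50%, meaning over 50% inhibition versus plate controls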;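 further: 0% = median DMSO wells and -100% = median GW8510 positive control wells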
Target sequence (P49841 whole entry, looked up): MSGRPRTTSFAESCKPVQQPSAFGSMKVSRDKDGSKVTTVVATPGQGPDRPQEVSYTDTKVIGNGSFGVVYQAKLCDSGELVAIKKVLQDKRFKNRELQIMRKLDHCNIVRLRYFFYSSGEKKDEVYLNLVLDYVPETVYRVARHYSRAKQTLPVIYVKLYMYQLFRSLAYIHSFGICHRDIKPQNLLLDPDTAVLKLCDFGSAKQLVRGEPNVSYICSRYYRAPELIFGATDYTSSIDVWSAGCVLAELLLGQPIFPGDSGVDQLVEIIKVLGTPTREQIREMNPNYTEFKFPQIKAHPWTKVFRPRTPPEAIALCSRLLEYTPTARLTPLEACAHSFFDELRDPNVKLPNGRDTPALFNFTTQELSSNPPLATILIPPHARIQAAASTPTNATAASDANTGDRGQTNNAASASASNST
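Test system – GST-tagged human GSK3beta kinase, cell-free · Incubation – 60 min enzyme reaction, room temperature · Signal – ADP-Glo luminescence · Also added – peptide substrate and ATP at 25 µM · Controls – DMSO neutral wells and GW8510 at 20 µM as positive · Buffer or medium – Tris/MgCl2 kinase buffer · Measure – Luminescence-derived activity versus plate DMSO and GW8510 wells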
GSK3A inh = inhibitors of human GSK-3 alpha kinase. ADP-Glo luminescence, 60 min. inhibition, % at 10 µM. hit rate 0.1% among 320,000. AID 2650;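 in the data active means inhibition above about 50%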;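 further: GST-tagged GSK-3 alpha with peptide substrate and 25 µM ATP; 0% = DMSO neutral wells and 100% = GW8510 positive control wells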
HSF1 inhib = HSF1 inhibition | AID 2098 | NIH3T3-HGL HSE-luciferase, MG132-induced, luminescence 8 h; active compounds read low | activity change, negative = inhibition, % at 7.5 µM (by protocol) | hit rate 0.77% among 300,000;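 active means more than half of replicate wells show activity change below -50%, luminescence cut by over half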;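 further: luciferase reports HSF-1 transcriptional activity via heat shock element; 0% = median of DMSO wells and -100% = zero luminescence signal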
DYRK1A inh = blocks rat Dyrk1A kinase activity | AID 504441 | ADP-Glo luminescence, NFATc1 peptide | inhibition, % at 12.5 µM | Q63470 | hit rate 0.43% among 310,000; in the data active means inhibition above about 50%;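 further: plate controls were vehicle with enzyme for no effect and no enzyme for full effect; many of its hits are not listed in these tables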
HSP90 inh = blocks HSP90-mediated luciferase refolding in reticulocyte lysate; Rabbit reticulocyte lysate, luciferase refolding luminescence, 3 h; inhibition, % at 5.6 µM; hit rate 0.91% among 290,000;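 active means inhibition above the screen-wide mean plus 3 SD, computed separately per campaign, cut at about 16% in these data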;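 further: 0% = DMSO wells and 100% = 60 µM geldanamycin wells; inhibitors lower the luminescence because luciferase stays unfolded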
Platelet DG rel = platelet dense granule release activity | human platelet-rich plasma, SFLLRN dense granule ATP release, luminescence | inhibition, %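 (compounds screened at 7.5 µM in platelet-rich plasma)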 | hit rate 0.22% among 300,000;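 active means mean replicate score, as percent of positive control, at or above 50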
HSF1 activator = increases HSF-1 driven luciferase reporter signal. hit rate 1.7% among 300,000. NIH3T3-HGL HSF-1 luciferase reporter, MG132, 8 h; 100% = twice DMSO control signal. AID 504408. activation, % at 9 µM;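 active means mean replicate activation of at least 50% with a set share of replicates each reaching 50%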;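 further: 0% = median of the neutral control wells and 100% = twice that signal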
* hit, by the source's call; i = inactive; x = no result given. A portion of the library; count on the stated rates, not on these rows.

SMILES | AI-2 QS mod | HDAC3 inh | PolyA inh | GSK3B inh | GSK3A inh | HSF1 inhib | DYRK1A inh | HSP90 inh | Platelet DG rel | HSF1 activator
Cc1onc(-c2ccccc2Cl)c1C(=O)OCC(=O)Nc1ccc2c(c1)OCO2 | 7 | -8 | i | 1 | 0 | 1 | 7 | 3 | 3 | 39
CCCCN(C(=O)Nc1ccc(OCC)cc1)C1CCN(C(C)=O)CC1 | x | -1 | i | x | 12 | -1 | -4 | 4 | -6 | -8
Oc1ccc(-c2nc3ncccn3c2Nc2ccc3c(c2)OCCO3)cc1 | 19 | 6 | i | -1 | -2 | -9 | -6 | 0 | 7 | -21
COc1cccc(-c2cc(=O)c3cc(NC(=O)c4ccc(N(C)C)cc4)ccc3[nH]2)c1 | 13 | 3 | i | 0 | -2 | -35 | x | 2 | -2 | -40
CCCOc1ccccc1Nc1nnc(C)c(=O)[nH]1 | -6 | -5 | i | 1 | -2 | -5 | -1 | -6 | 0 | -12
Fc1ccc(-c2nnc(N3CCOCC3)c3ccccc23)cc1F | 0 | 3 | i | 1 | -2 | -2 | 3 | 3 | 1 | -7
COc1ccc(C)cc1NC(=S)N1CCN(S(C)(=O)=O)CC1 | 12 | 7 | i | 4 | 1 | 5 | -3 | 0 | 7 | -2
CCOc1ccc(C(C#N)N2CCOCC2)cc1OC (centres undefined) | 20 | 0 | i | 1 | -1 | -7 | -3 | 4 | -2 | 3
CN(Cc1cnccn1)C(=O)CC1C(=O)NCCN1Cc1ccc(F)cc1Cl (centres undefined) | 24 | -2 | i | 2 | -2 | -3 | -3 | -2 | -2 | -8
Cc1ccc(S(=O)(=O)NC(C)(C)CSc2ncccn2)cc1 | 27 | -1 | i | 3 | -1 | 0 | x | 0 | 11 | -6
Cc1cccc(-c2nc3ccc(C(=O)NCCN4CCN(C)CC4)cc3nc2-c2cccc(C)c2)c1 | 7 | -21 | i | 0 | x | -4 | 2 | 5 | 12 | -4
COc1cc(CN(C)Cc2cc(=O)n3ccsc3n2)ccc1OC(F)F | 14 | -2 | i | 0 | -4 | -4 | -3 | 4 | 38 | 6
CCCOc1ccc(C(=O)NCCN2CCOCC2)cc1 | 12 | -1 | i | -2 | 0 | -11 | 17 | -1 | -11 | -5
CC1CCCN(S(=O)(=O)c2ccc(NC(=O)CN3CCCCC3)cc2)C1 (centres undefined) | 3 | 1 | i | -4 | 0 | 0 | 0 | 2 | -7 | -1
COC(=O)C1=C(C(=O)OC)[C@@H]2N(C)c3ccccc3[C@@]23C[C@@H](CO)N(C(=O)NCCBr)C3=N1 | 6 | -9 | x | 3 | -2 | 3 | 10 | x | -1 | 11
CCc1cccc(CC)c1NC(=O)C1CCN(C(=O)c2ccco2)CC1 | 12 | -6 | i | -2 | -1 | -7 | 7 | -2 | 19 | -9
CCN(CC)C(=O)Cn1c(=O)n(CCCCCC(=O)Nc2ccccc2)c(=O)c2sccc21 | 12 | 0 | i | 1 | -2 | 2 | -6 | 6 | 14 | 28
O=C(CC1C(=O)NCCN1Cc1ccc(-c2ccccc2)cc1)NC1CCC1 (centres undefined) | 13 | 0 | i | 0 | 12 | -1 | -62 | 3 | -3 | 23
CCCNc1ncnc2nc[nH]c12 | 13 | 4 | i | -1 | 7 | 0 | 13 | -4 | -29 | 2
O=C(NCCN1C(=O)S/C(=C\c2ccccc2F)C1=O)C1=COCCO1 | 13 | x | i | -1 | 0 | 4 | 10 | x | 5 | 8
O=C(CCSc1ccc(Cl)cc1)Nc1cccnc1 | 11 | 1 | i | -1 | 1 | -2 | 3 | -3 | -3 | 22
C=C1CCN(C(Cc2ccccc2)C(=O)OC)S(=O)(=O)c2ccc(F)cc21 (centres undefined) | 15 | 0 | i | 1 | -5 | -2 | 1 | x | 2 | -9
COc1ccc(-c2nnn(CC(=O)N(Cc3ccco3)C(C(=O)NCC3CCCO3)c3ccco3)n2)cc1 (centres undefined) | 9 | -1 | i | -1 | 1 | -4 | 1 | 5 | 11 | -7
COc1ccc(Nc2ncnc3ccc(C)cc23)cc1 | 6 | 21 | i | -3 | x | -25 | 4 | 0 | 0 | -22
CCOC(=O)Cn1c(=O)c(-c2ccccc2NC)nc2ccccc21 | 6 | 1 | i | 1 | 1 | -8 | -3 | 1 | 11 | -7
N#CCCn1c(Cl)nc2ccccc21 | 15 | 2 | i | 3 | 5 | -12 | 2 | -2 | -4 | -8
CCCC(C)(C)NC(=O)CCCCC(=O)NC(C)(C)CCC | 5 | -1 | i | 3 | -2 | 0 | -1 | -3 | -3 | 12
CSc1ccc(CN(C)C(=O)c2cccc(S(=O)(=O)N3CCN(Cc4ccccc4)CC3)c2)cc1 | 16 | 6 | i | -4 | -1 | 0 | 5 | x | 12 | 14
Cc1cc(C)c(/C=N/n2c(C)cc(C)c(C#N)c2=O)c(C)c1 | 23 | -3 | i | -2 | -2 | 1 | -7 | 1 | -11 | 7
O=C(CC1C(=O)NCCN1Cc1cccc(F)c1F)NC1CCCCCC1 (centres undefined) | 11 | 4 | i | 3 | -4 | 1 | -4 | -4 | -3 | 9
CCOC(=O)C1=NN(c2ccccc2)C(=O)C1 | 24 | x | i | 2 | 0 | 3 | x | -2 | -10 | 14
CCN(C(=O)c1coc(=O)c2ccccc12)c1cc(OC)ccc1OC | 23 | -1 | i | -1 | 0 | 2 | -1 | 0 | -1 | 7
CC(=O)Nc1cccc(N/C(N)=N/c2nc(C)cc(C)n2)c1 | -1 | 2 | i | 0 | 0 | x | -1 | -1 | 8 | x
O=C(c1sc2cccc(Cl)c2c1Cl)N1CCN(CCc2ccccn2)CC1 | 15 | 0 | i | 0 | -2 | 5 | -3 | 2 | -21 | 4
CCOc1ccccc1OCCCNCc1ccco1 | 8 | 2 | i | -2 | 3 | 4 | -2 | 0 | 1 | 0
COc1ccc(S(=O)(=O)N2CCN(C(=O)COc3ccccc3)CC2)cc1 | 1 | -6 | i | -1 | -1 | -6 | -4 | -1 | 12 | 1
CC(CN(C)Cc1ccccc1)OC(=O)c1ccc2c(c1)OCCO2 (centres undefined) | 14 | -9 | i | -1 | -1 | 5 | -3 | 5 | -2 | 1
CCNC(=O)C1CC(=O)N(c2ccc(OCC)cc2)C1 (centres undefined) | 3 | -7 | i | 1 | 2 | -4 | -2 | 0 | 6 | -10
COc1ccccc1CNS(=O)(=O)c1ccc2c(c1)NC(=O)C(C)S2 (centres undefined) | 17 | -8 | i | 0 | -2 | -3 | 1 | -3 | 7 | -2
NC(=O)[C@H]1CC2(CC(c3cccc(NC(=O)COc4ccc(Cl)cc4)c3)=NO2)CN1C(=O)C(c1ccccc1)c1ccccc1 (some centres undefined) | 19 | -2 | i | 2 | -1 | 20 | 3 | x | 14 | 31

Complete entries, looked up by structure:
Listed for CCCNc1ncnc2nc[nH]c12 : AI-2 QS mod: 13; HDAC3 inh: 4; PolyA inh: i; GSK3B inh: -1; GSK3A inh: 7; HSF1 inhib: 0; DYRK1A inh: 13; HSP90 inh: -4; Platelet DG rel: -29; HSF1 activator: 2
Listed for CCNC(=O)C1CC(=O)N(c2ccc(OCC)cc2)C1 (centres undefined) : AI-2 QS mod: 3; HDAC3 inh: -7; PolyA inh: i; GSK3B inh: 1; GSK3A inh: 2; HSF1 inhib: -4; DYRK1A inh: -2; HSP90 inh: 0; Platelet DG rel: 6; HSF1 activator: -10

Going on with the list:
SMILES | AI-2 QS mod | HDAC3 inh | PolyA inh | GSK3B inh | GSK3A inh | HSF1 inhib | DYRK1A inh | HSP90 inh | Platelet DG rel | HSF1 activator
CC(O)Cn1c(=O)c2c(nc(Br)n2Cc2ccccc2)n(C)c1=O (centres undefined) | -2 | 0 | i | -5 | -1 | 1 | x | -1 | 4 | 5
Cc1ccc(SC[C@H](CC(C)C)N2CCN(C)CCC2=O)cc1 | 3 | x | i | 1 | x | 1 | 1 | x | 15 | -4
O=C(CN1CCN(S(=O)(=O)c2ccc(F)cc2)CC1)NC1CC1 | 5 | -6 | i | -1 | 0 | -2 | -1 | -1 | 2 | -10
COC(=O)c1ccc(Nc2ncnc3sccc23)cc1 | 17 | -9 | x | -4 | -2 | 12 | -1 | -1 | 10 | 21
CC(C)N1C(=O)c2ccccc2C1C(=O)NCCc1ccccc1 (centres undefined) | 17 | 13 | i | 4 | -2 | 1 | 6 | -2 | 8 | -8
COc1cc(OC)cc(C(=O)Nc2ccc(C(=O)c3ccncc3)cc2)c1 | -1 | x | i | -9 | -3 | 7 | -5 | 7 | -16 | -4
Cc1ncc(CO)c(/C=N/Nc2cccc(Cl)n2)c1O | 16 | -4 | i | 3 | 0 | 1 | 9 | 0 | 2 | 29
Cc1cc(N2CCN(C(=O)c3ccco3)CC2)n2nc(-c3cccc(F)c3)cc2n1 | -10 | -10 | i | -1 | -1 | 0 | 2 | -3 | -2 | 1
CCc1cccc2cc3c(N)c(C(=O)Nc4ccc(S(=O)(=O)N5CCCC5)cc4)sc3nc12 | 30 | 4 | i | 2 | 0 | -4 | 0 | -4 | -3 | -16
CC(C)(C)C1CCC(=NNC(=O)c2ccccc2-n2cccc2)CC1 (centres undefined) | 30 | 0 | x | -1 | -2 | 3 | -4 | -5 | 3 | 10
COc1cc(/C=C(\C#N)c2nc3ccccc3[nH]2)ccc1Oc1ccc([N+](=O)[O-])cn1 | 16 | 4 | i | -2 | 1 | 28 | -4 | 1 | -1 | 62*
COc1ccc(CC(=O)Oc2cc(C)[nH]c(=O)c2[N+](=O)[O-])cc1 | x | 2 | x | x | 1 | x | -1 | -6 | x | x
O=C(CSc1nnc(-c2ccc(F)cc2)o1)Nc1ccccc1N1CCOCC1 | -8 | -72 | i | 1 | x | 5 | 4 | 2 | -2 | 26
CCOc1ccccc1NC=C1C(=O)OC2(CCCCC2)OC1=O | 14 | -7 | i | 0 | -1 | 4 | 2 | -1 | 7 | -17
COCC1CCCCN1C(=O)c1ccc(OC)c(OC2CCN(C(C)C)CC2)c1 (centres undefined) | 3 | -5 | i | 2 | 0 | 5 | 0 | -6 | -7 | 10
O=C(O)CC1S/C(=N\N=C2CCCCCC2)N(c2ccccc2)C1=O (centres undefined) | 18 | 5 | i | 1 | -3 | -5 | 11 | -3 | 3 | -18
CSc1ccc(C(=O)C2CCCN(C(=O)c3ccc(C)nc3)C2)cc1 (centres undefined) | 7 | 6 | i | 2 | -1 | 4 | 2 | -3 | 12 | -12
Cn1c(SCC(=O)NNC(=O)c2ccccc2)nnc1C1CC1 | 27 | 4 | i | 4 | 0 | 2 | -1 | 0 | -37 | -17
C=C(C)COc1ccc2c(C)c(CC(=O)N3C[C@H]4C[C@@H](C3)c3cccc(=O)n3C4)c(=O)oc2c1C | 10 | -29 | i | -3 | -1 | -1 | -2 | 2 | 0 | 7
CCOC(=O)c1[nH]c(C)c(C(=O)NCc2ccc(Cl)cc2)c1C | 14 | 1 | i | 0 | -2 | 13 | -3 | -2 | 0 | 41
COc1cc(CNCC2CCCO2)ccc1OCC(N)=O (centres undefined) | 9 | x | i | -4 | 0 | 0 | -3 | -4 | -4 | -7

Assay outcomes from PubChem BioAssay.
